# L major viab: reduces viability of Leishmania major promastigotes; resazurin fluorescence viability; inhibition, % at 10 µM; 200,000 tested, 9% active; AID 1063; in the data active = inhibition above about 50%;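 note: promastigotes grown with compound for 44 hours at 28 °C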
# Diaphorase inh: counter-screen for diaphorase-based assays: diaphorase inhibitors and chemical oxidizers; inhibition, % at 20 µM; diaphorase resazurin-to-resorufin fluorescence, NADH, 16 min; bacterial (C. kluyveri) enzyme, not human; 190,000 tested, 0.69% active;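 active = primary screen inhibition at 20 µM above a set limit, cut at about 50% in these data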;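 note: plate controls were DMSO with full reaction for no effect and wells lacking NADH for full effect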
#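 Detection: fluorescence of resorufin formed from resazurin, Ex 544/Em 590 nm; test system: Clostridium kluyveri diaphorase enzyme; amount: 0.14 U/mL diaphorase, enzyme working solution; times: 16-min room-temperature incubation before reading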
# bIAP activator: increases bovine intestinal alkaline phosphatase activity | AID 1016 | 200,000 tested, 0.17% active | activation factor at 20 µM | purified bovine IAP, CDP-star luminescence, 30 min; stronger effect = higher value; fold of DMSO-control signal, blank-subtracted;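 active = activation factor of 2 or more at 20 µM, a signal rise over negative controls twice the positive control's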
# PMI act hi M6P: increases human PMI activity with near-saturating mannose 6-phosphate | activation factor at 20 µM | 190,000 tested, 0.34% active | P34949 | coupled PMI enzyme assay, resazurin fluorescence, 20 min; stronger effect = higher value; 1 = untreated enzyme, 0 = substrate-free blank;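 active = activation factor of 2 or more at 20 µM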
# Target sequence (P34949 whole entry, looked up): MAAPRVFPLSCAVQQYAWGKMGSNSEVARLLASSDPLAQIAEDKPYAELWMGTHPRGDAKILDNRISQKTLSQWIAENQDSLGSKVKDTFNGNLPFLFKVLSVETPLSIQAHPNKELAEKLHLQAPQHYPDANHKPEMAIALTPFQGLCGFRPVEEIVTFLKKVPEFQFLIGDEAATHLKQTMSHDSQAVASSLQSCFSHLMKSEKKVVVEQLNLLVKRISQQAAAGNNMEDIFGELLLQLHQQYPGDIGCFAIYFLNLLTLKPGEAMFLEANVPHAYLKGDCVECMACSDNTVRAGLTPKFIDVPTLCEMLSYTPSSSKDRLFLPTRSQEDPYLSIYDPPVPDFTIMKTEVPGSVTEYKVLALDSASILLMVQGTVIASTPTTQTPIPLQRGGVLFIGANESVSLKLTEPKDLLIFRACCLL
#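 Technique: Diaphorase-driven resazurin-to-resorufin fluorescence, excitation 544, emission 590 nm | Assay system: Human PMI in coupled enzyme assay | Times: Enzyme reaction with compound 20 min at room temperature | Medium: HEPES-buffered pH 7.4 with magnesium and detergent | Reagent: Mannose-6-phosphate 1.0 mM (near-saturating) plus 0.22 mM NADP+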
# TNAP inh noacc: TNAP (human) inhibition, acceptor-free conditions | P05186 | purified TNAP, CDP-star luminescence, 30 min | inhibition, % at 20 µM | 200,000 tested, 0.26% active;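 active = tissue-nonspecific alkaline phosphatase inhibition above about 50% at 20 µM in the single-dose screen, limit read from the data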;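 note: 0% = DMSO negative control and 100% = EDTA positive control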
# Target sequence (P05186 whole entry, looked up): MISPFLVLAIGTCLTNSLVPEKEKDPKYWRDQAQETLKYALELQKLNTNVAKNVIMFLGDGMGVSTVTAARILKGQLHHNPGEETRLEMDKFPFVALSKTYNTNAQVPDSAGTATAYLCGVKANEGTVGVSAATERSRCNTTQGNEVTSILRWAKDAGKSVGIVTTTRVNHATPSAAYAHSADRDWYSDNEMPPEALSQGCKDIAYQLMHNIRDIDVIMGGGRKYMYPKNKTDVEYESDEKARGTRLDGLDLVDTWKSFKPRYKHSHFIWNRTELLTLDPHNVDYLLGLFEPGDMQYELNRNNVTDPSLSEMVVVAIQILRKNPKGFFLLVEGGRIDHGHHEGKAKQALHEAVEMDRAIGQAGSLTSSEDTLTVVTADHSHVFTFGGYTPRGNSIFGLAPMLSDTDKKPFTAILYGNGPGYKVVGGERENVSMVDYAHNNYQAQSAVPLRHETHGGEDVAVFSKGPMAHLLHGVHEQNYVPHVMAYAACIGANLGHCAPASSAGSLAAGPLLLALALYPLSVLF
# bIAP inh: blocks bovine intestinal alkaline phosphatase activity | purified bovine IAP, CDP-star luminescence, 30 min | inhibition, % at 20 µM | 190,000 tested, under 10 active | AID 1019;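 active = over 50% inhibition of intestinal alkaline phosphatase at 20 µM in the single-dose screen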
#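 test system = bovine IAP enzyme | medium = DEA buffer 100 mM, pH 9.8, with MgCl2 1.0 mM, ZnCl2 0.02 mM | detection = luminescence | dosing = single compound dose of 20 µM, 2% DMSO final | incubation = 30 min reaction at room temperature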
# Diaph act CS: counter-screen for diaphorase-based assays: diaphorase activators and chemical reducers; Diaphorase/resazurin coupled assay, resorufin fluorescence, 16 min; stronger effect = higher value; 1 = vehicle wells, 0 = NADH-free wells; activation factor at 20 µM; 190,000 tested, 0.005% active; AID 1229;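 active = diaphorase activity raised at least twofold by the compound at 20 µM; inactive = activation factor below 2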
#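 Measured by – red resorufin fluorescence at 544/590 nm excitation/emission · Test system – Clostridium kluyveri diaphorase, purified enzyme · Incubation – reaction time 16 min, room temperature · Buffer or medium – 50 mM HEPES pH 7.4 with 4.542 mM MgCl2, 0.005% Tween 20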
# TNAP act hiacc: activators of human TNAP at high phosphate acceptor concentration. P05186. purified TNAP, CDP-star luminescence, 1 M DEA, 30 min; stronger effect = higher value; 0 = EDTA background, 1 = DMSO-only activity. activation factor at 20 µM. 200,000 tested, under 10 active. AID 1136;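 active = activation factor at least 2 at 20 µM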
#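 Measured by: Luminescent substrate turnover signal | Test system: Human TNAP | Input: TNAP 1/800 final | Dosing: 20 µM single point | Schedule: 30 min, room temperature | Controls: EDTA wells as negative control, DMSO wells as positive control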
# PMI act: activators of human phosphomannose isomerase; AID 1214; P34949; 190,000 tested, 0.005% active; purified human PMI, coupled resazurin fluorescence, 20 min; stronger effect = higher value; 1 = vehicle control, 0 substrate-free wells; activation factor at 20 µM;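 active = activation factor of 2 or more at 20 µM, relative to plate controls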
# TNAP inh hiacc: blocks human TNAP under high phosphate acceptor concentration; P05186; purified TNAP, CDP-star luminescence, 1 M DEA; inhibition, % at 20 µM; 200,000 tested, 0.03% active; AID 1135;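 active = over 50% inhibition of tissue-nonspecific alkaline phosphatase at 20 µM in the single-dose screen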;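 note: plate controls were DMSO wells for no effect and EDTA-quenched wells as full inhibition for full effect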
# Numbers without * were called inactive; & = joins results of further samples.
# A first look, 13 compounds:
cpd	Structure	L major viab	Diaphorase inh	bIAP activator	PMI act hi M6P	TNAP inh noacc	bIAP inh	Diaph act CS	TNAP act hiacc	PMI act	TNAP inh hiacc
1	O=C(CN1CCN(Cc2ccccc2Cl)CC1)N/N=C/C=C/c1ccccc1[N+](=O)[O-]	-4	11	0.7	0.9	-2	29	0.9	0.9	0.9	5
2	O=C(NCc1ccccc1Cl)C1CCN(S(=O)(=O)N2CCC3(CC2)OCCO3)CC1	-2	12	1.1	0.9	-4	-15	0.9	1.1	1	-5
3	COc1ccc(Oc2ccc(/C=C/C(=O)c3cccc(OC)c3)cc2[N+](=O)[O-])cc1	100*	13	0.9	0.9	-8	7	0.9	1	1	-1
4	COc1ccc(C(=O)NC(=S)N(CCC(C)C)c2c(N)n(Cc3ccccc3)c(=O)[nH]c2=O)cc1	-6	20	0.9	0.9	-16	9	0.8	1	0.9	-2
5	O=C(COc1ccc(Cl)cc1Cl)N/N=C/CCc1ccccc1	-5	3	1	1	-10	3	1	1.1	1	-6
6	Cc1ccccc1-n1c(=O)cc(NCc2ccc3c(c2)OCO3)[nH]c1=O	-1	4	1	0.9	-9	4	1	1	0.9	-4
7	Cc1cc(C)n(Cc2cnc(N3CCOCC3)s2)n1	0	5	1.1	0.9	-2	-13	1	1	0.9	0
8	Cc1ccc(S(=O)(=O)NCC(c2cccnc2)N2CCOCC2)cc1 (centres undefined)	6	9	1	0.9	6	1	0.9	1	1.1	-2
9	CC(C)Oc1ccc2c(=O)c(-c3ccccc3)coc2c1	-5	16&10	0.9&0.9	0.9&1	-5&-10	13&10	0.8&0.9	1&1.1	0.9&1	-3&-6
10	CCCCN(C)C(=O)C1CCN(CCCc2ccccc2)CC1	82*	9	1.1	1	-8	-11	0.9	1	0.9	-2
11	O=C(/C=C/c1cccc([N+](=O)[O-])c1)N1CCN(Cc2ccc3c(c2)OCO3)CC1	30	7	1	1	-13	0	0.9	1	1	-2
12	Nc1nnc(SCC(=O)OCC(=O)Nc2ccc(Br)cc2)s1	-1	14	1	0.9	-8	5	0.9	1	0.9	4
13	COc1ccc(-c2cc(C(F)(F)F)nc(SCCC(=O)NCc3ccccc3)n2)cc1	0	7	0.9	0.9	-1	5	0.9	1	0.9	1

# This part in full, from the start:
cpd	Structure	L major viab	Diaphorase inh	bIAP activator	PMI act hi M6P	TNAP inh noacc	bIAP inh	Diaph act CS	TNAP act hiacc	PMI act	TNAP inh hiacc
1	O=C(CN1CCN(Cc2ccccc2Cl)CC1)N/N=C/C=C/c1ccccc1[N+](=O)[O-]	-4	11	0.7	0.9	-2	29	0.9	0.9	0.9	5
2	O=C(NCc1ccccc1Cl)C1CCN(S(=O)(=O)N2CCC3(CC2)OCCO3)CC1	-2	12	1.1	0.9	-4	-15	0.9	1.1	1	-5
3	COc1ccc(Oc2ccc(/C=C/C(=O)c3cccc(OC)c3)cc2[N+](=O)[O-])cc1	100*	13	0.9	0.9	-8	7	0.9	1	1	-1
4	COc1ccc(C(=O)NC(=S)N(CCC(C)C)c2c(N)n(Cc3ccccc3)c(=O)[nH]c2=O)cc1	-6	20	0.9	0.9	-16	9	0.8	1	0.9	-2
5	O=C(COc1ccc(Cl)cc1Cl)N/N=C/CCc1ccccc1	-5	3	1	1	-10	3	1	1.1	1	-6
6	Cc1ccccc1-n1c(=O)cc(NCc2ccc3c(c2)OCO3)[nH]c1=O	-1	4	1	0.9	-9	4	1	1	0.9	-4
7	Cc1cc(C)n(Cc2cnc(N3CCOCC3)s2)n1	0	5	1.1	0.9	-2	-13	1	1	0.9	0
8	Cc1ccc(S(=O)(=O)NCC(c2cccnc2)N2CCOCC2)cc1 (centres undefined)	6	9	1	0.9	6	1	0.9	1	1.1	-2
9	CC(C)Oc1ccc2c(=O)c(-c3ccccc3)coc2c1	-5	16&10	0.9&0.9	0.9&1	-5&-10	13&10	0.8&0.9	1&1.1	0.9&1	-3&-6
10	CCCCN(C)C(=O)C1CCN(CCCc2ccccc2)CC1	82*	9	1.1	1	-8	-11	0.9	1	0.9	-2
11	O=C(/C=C/c1cccc([N+](=O)[O-])c1)N1CCN(Cc2ccc3c(c2)OCO3)CC1	30	7	1	1	-13	0	0.9	1	1	-2
12	Nc1nnc(SCC(=O)OCC(=O)Nc2ccc(Br)cc2)s1	-1	14	1	0.9	-8	5	0.9	1	0.9	4
13	COc1ccc(-c2cc(C(F)(F)F)nc(SCCC(=O)NCc3ccccc3)n2)cc1	0	7	0.9	0.9	-1	5	0.9	1	0.9	1
14	Cc1nn(CC(=O)O)c(C)c1C	-8	9	0.9	1	-9	8	0.9	1	1	-4
15	O=C1N=C(N2CCOCC2)SC1=C1CCCCC1	-8	6	1	0.9	-3	3	0.9	1	1.1	-3
16	O=C(NC1CCCCCCC1)c1cnccn1	-9	-6	1	1	6	-2	1.1	1	1.1	1
17	COc1cc2[nH]c3c(N4CCC(C(N)=O)CC4)ncnc3c2cc1OC	10	5	1	0.5	-7	2	1	1	0.9	0
18	CC1=CC=CN2C1=NC(=O)CC2(C)C(=O)N(CC(=O)NC1CCCC1)c1cc(C)cc(C)c1 (centres undefined)	-4	4	1.1	1.1	-10	-7	1	1	1.1	2
19	C=CCNc1cnn(-c2ccc(C)cc2)c(=O)c1Sc1ccc(C)cc1	25	-3	1.1	1	-67	-9	1	1	1	-5
20	O=C1Nc2ccc(Br)cc2/C1=C/C1CC=CCC1 (centres undefined)	99*	26	0.7	1	-1	28	0.7	1	1	1
21	O=[N+]([O-])c1ccccc1S(=O)(=O)n1nnc2ccccc21	-3	10	1	1.2	13	5	0.9	1	1.2	2
22	CCOC(=O)c1cc(CC)sc1/N=C/C1C(=O)CCCC1=O	-13	18	1	0.8	13	1	0.8	1	0.8	-1
23	O=C(CNC1CCCCC1)NN=C(c1ccccc1)c1ccccc1	2	10	1.1	0.9	-4	-14	0.9	1	0.9	-4
24	O=[N+]([O-])c1cc(/C=N/O)ccc1Oc1cccc(Cl)c1	2	21	0.9	0.9	4	8	0.8	1	0.9	4
25	Cc1cc(C)c(S(=O)(=O)Cc2ccc(Cl)cc2)c(=O)[nH]1	-5	-13	1	1.2	0	-1	1.1	1.1	1.1	-7
26	O=C(NC(c1ccccc1)c1ccccc1)c1ccc(=O)[nH]n1	-2	16	1	0.9	-12	-3	0.8	1	0.9	-5
27	CCN(CC)S(=O)(=O)c1ccc(C2CNC(=O)C2)cc1 (centres undefined)	-8	11	0.9	0.9	-10	7	0.9	1	0.9	-3
28	Cc1ccc(S(=O)(=O)CNC(=S)c2cccc(C)c2)cc1	-24	24	0.8	1.2	-15	17	0.8	1.1	1.1	-15
29	O=C(CSc1ccc(-c2ccc(F)cc2)nn1)NCc1ccco1	-3	11	0.9	1	-6	5	0.9	1	1	-2
30	C=CCNC(=O)/C(C#N)=C/c1ccc(C)o1	-1	10	1.1	0.9	-8	-8	0.9	1.1	1	-6
31	O=C(CNC(=O)c1cccs1)c1ccc([N+](=O)[O-])cc1	-4	12	1	1.8	-4	0	0.9	1.1	1.7	-5
32	N#Cc1c2c(c(-c3ccccc3)[nH]c1=O)CCCC2	-4	8	1	1	-9	4	0.9	1.1	1	-6
33	O=C(NCc1ccco1)C1CCN(Cc2ccc(F)cc2)CC1	91*	11	1.1	1	-12	-9	0.9	1	1	-2
34	Cc1nn(-c2ccccc2)c(C)c1C(=O)OCC(=O)N(C)C1CCS(=O)(=O)C1 (centres undefined)	21	-4	1.1	1.1	0	-10	1	1	1.1	-1
35	CC(Sc1nc2ccccc2o1)C(=O)O (centres undefined)	13	11	1	1	-7	5	0.9	1	1.1	-4
36	COC(=O)C1=C(C)N(C)C(=S)NC1c1c(OC)ccc2ccccc12 (centres undefined)	10	30	0.9	1.4	-5	10	0.7	1	1.3	-1
37	COCCNS(=O)(=O)c1ccc(OCC(=O)OC)c(Cl)c1	1	11	0.9	1	-10	6	0.9	1	1	-2
38	O=c1[nH]c(CSc2nnc3ccccn23)nc2ccccc12	-3	4	1	1.2	2	-1	1	1	1.2	-5
39	Cc1ccc(NC(=O)N2C(=O)C3(OCCO3)c3ccccc32)cc1	-5	9	0.8	0.9	-6	20	0.9	1.1	1	-11
40	CCOC(=O)c1ccc(NC(=S)N2CCC(C(N)=O)(N3CCCCC3)CC2)cc1	-4	17	1	0.8	0	2	0.8	1	0.9	-1
41	O=C1CCCc2c1cc(C(=O)Nc1ccc(Br)cn1)c(=O)n2-c1ccccc1	4	23	0.9	1.1	-12	12	0.8	1	1	-4
42	COc1ccc(CC(=O)Nc2ccc(S(=O)(=O)Nc3ncccn3)cc2)cc1	-5	0	1	1	-11	-1	1	1.1	0.9	-7
43	CC1=C(C(=O)Nc2ccccc2)C(c2ccc3c(c2)OCO3)C2=C(CCCC2=O)N1 (centres undefined)	0	8	1	0.9	-8	-3	0.9	1	0.9	-3
44	COC(=O)c1sc2nc(SCc3cccc(F)c3)n(N)c(=O)c2c1C	-6	4	1.1	1	-3	-5	1	1	1	3
45	Cn1nnnc1SCC(=O)Nc1ccccn1	0	10	0.9	1	-10	10	0.9	1	1	-1
46	O=C(Nn1cnnc1)c1ccncc1	1	9	1	1	-9	-1	0.9	1	1	2
47	CCOc1ccccc1NC(=O)C1=C(C)NC(=S)NC1c1cccs1 (centres undefined)	6	-15	0.9	0.9	0	12	1.1	1.1	1	-7
48	COC(=O)CSc1nc(C)c(C)c(C)c1C(N)=O	8	-11	1.1	1	-7	-14	1.1	1.1	1	-5

# High-throughput results from PubChem BioAssay.
